Compound activity as filed in PubChem BioAssay.
SMN2 splice enh: SMN2 splice variant enhancement; AID 1458; Potency, µM (series often up to 46.1 µM), for inactives: top-dose activity change, positive = activation, most hits filed as activators; HEK293 SMN2-luciferase splicing reporter, luminescence, 30-36 h; hit rate 2.8% among 210,000; also: potency is read from the fitted curve at half-maximal effect; % of control where 0% means no effect; nearly all actives have a fitted effect of over 55% in size
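HEK293 cells carry an SMN2 minigene-luciferase reporter in which exon 7 inclusion puts luciferase in frame. Cells were seeded at 2000 cells/well, attached for 10-12 hours, then exposed to compounds for 30-36 hours at 37C before ONE-Glo luminescence.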
IMPase Li cell: cell-permeable IMPase inhibitors with lithium potentiation; hit rate 0.35% among 210,000; AID 1457; Potency, µM (top dose mostly 59.4 µM), for the others: top-dose activity, negative = IMPase inhibition, actives largely listed as inhibitors; CHO-M1 cells, IP1 TR-FRET (IP-One), carbachol + lithium;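 also: IP1 builds up when IMPase is blocked and the TR-FRET signal falls; potency is read from the fitted curve at half-maximal effect; plate controls were basal vehicle for no effect and high inhibitor control for full effect; nearly all actives have a fitted effect of over 50% in size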
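Lithium-sensitised IP1 accumulation assay; M1-expressing CHO cells treated 30 min at 37C with compound. Competitive antibody detection by time-resolved FRET followed a 10 min room-temperature lysis step.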
HTT aggregate: mutant huntingtin aggregation inhibition. hit rate 1.1% among 220,000. PC12 HttQ103-GFP aggregates, Acumen cytometry, 40 h. Potency, µM (doses to about 46.1 µM), for the others: at the top dose activity change, negative = inhibition, actives largely listed as inhibitors; also: potency is read from the fitted curve at half-maximal effect; % is scaled to controls: 0 for no effect and ±100 for the full control effect; nearly all actives have a fitted effect of over 60% in size
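Multiplexed with ATP-based cell death, this channel scores GFP aggregates in PC12 cells expressing inducible HTTex1-Q103-GFP. Induction used 100 nM tebufenozide; compounds were tested in concentration series.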
CBFb-RUNX1 inh: blocks binding between human CBF-beta and RUNX1. Q01196+Q13951. Potency, µM (series often up to 59.8 µM), without a hit: top-dose activity, negative = inhibition, hits mostly inhibitors. 230,000 tested, under 10 active. AlphaScreen CBFb-His/RUNX1-biotin binding, biochemical. AID 1477; also: % of control where 0% means no effect
Target sequence (Q01196 whole entry, looked up): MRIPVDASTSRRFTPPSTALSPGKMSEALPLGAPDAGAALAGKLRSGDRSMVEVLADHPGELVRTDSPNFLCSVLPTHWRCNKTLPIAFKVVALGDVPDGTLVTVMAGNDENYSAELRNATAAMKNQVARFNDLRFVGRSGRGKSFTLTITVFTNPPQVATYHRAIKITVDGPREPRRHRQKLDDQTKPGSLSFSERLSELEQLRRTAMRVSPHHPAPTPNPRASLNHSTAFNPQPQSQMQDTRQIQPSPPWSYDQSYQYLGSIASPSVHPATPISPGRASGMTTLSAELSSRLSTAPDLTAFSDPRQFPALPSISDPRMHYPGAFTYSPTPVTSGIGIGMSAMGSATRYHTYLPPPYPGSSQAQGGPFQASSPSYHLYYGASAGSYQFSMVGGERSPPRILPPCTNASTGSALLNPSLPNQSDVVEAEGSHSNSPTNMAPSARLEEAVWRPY
Target sequence (Q13951 whole entry, looked up): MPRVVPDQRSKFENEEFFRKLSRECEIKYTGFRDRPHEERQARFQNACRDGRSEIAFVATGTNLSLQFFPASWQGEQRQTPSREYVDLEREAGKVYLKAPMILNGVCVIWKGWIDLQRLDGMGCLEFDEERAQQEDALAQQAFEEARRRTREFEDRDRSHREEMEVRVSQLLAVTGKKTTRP
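Room-temperature protein-protein interaction test with 30 nM each of His-tagged CBF-beta and biotinylated RUNX1, 15 min with compound, then 90 min with nickel plus streptavidin beads. Signal read in AlphaScreen mode.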
KinaseGlo FLuc: counter-screen: inhibitors of Kinase-Glo firefly luciferase | Kinase-Glo luciferase, ATP luminescence, 8 min | Q27757 | Potency, µM (titrated, usually from 38.3 µM), without a hit: top-dose activity change, negative = inhibition, hits mostly inhibitors | AID 1379 | hit rate 0.28% among 200,000; also: potency is read from the fitted curve at half-maximal effect; % is scaled to controls: 0 for no effect and ±100 for the full control effect; nearly all actives have a fitted effect of over 60% in size
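Substrate mix (final 50 mM imidazole pH 7.2, 50 mM KCl, 7 mM MgCl2, 10 uM ATP, 0.01% Tween 20, 0.05% BSA) plus pin-tool compound, then Kinase-Glo detection mix; 8 min ambient, luminescence read.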
LMNA splice mod: LMNA splicing modulation; HeLa LMNA splicing GFP/RFP minigene ratio, 48 h; Potency, µM (doses to about 46.1 µM), for the others: at the highest dose ratio change, negative = inhibition, actives largely listed as inhibitors; hit rate 0.01% among 200,000; active = well fitted inhibition curve with a large enough effect in the signal ratio, with a control signal flat, not every such curve was filed as active; inconclusive = small, poorly fitted or top-dose-only effect, or effect the other way, or a change in a side signal; the % refers to the signal ratio; also: potency is read from the fitted curve at half-maximal effect; % is scaled to controls: 0 for no effect and ±100 for the full control effect
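S3 HeLa cells stably expressing lamin A-EGFP splicing minigene plus DsRed2, 600 cells/well, 48 h compound exposure at 37C. Laser-scanning cytometry; analysed as GFP (500-530 nm)/RFP (575-640 nm) total intensity ratio; 0.5% DMSO vehicle.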
HTT cytoprotect: protects HTT-Q103 PC12 cells, measured by ATP; hit rate 0.14% among 230,000; Potency, µM (titrated, usually from 56.4 µM), for the others: cytoprotection (ATP increase), most hits filed as activators; AID 1471; PC12 HTT-Q103 induced, cytoprotection, ATP luminescence, 40 h;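 also: potency is read from the fitted curve at half-maximal effect; % of control where 0% means no effect; nearly all actives have a fitted effect of over 45% in size; toxic huntingtin expression switched on by the ecdysone agonist tebufenozide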
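Readout: ATPlite luminescence (ATP level). Model: stable PC12, inducible Htt exon1 Q103-GFP. Inducer: tebufenozide, 100 nM final. Compounds: dose series. No G418 in medium.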
The depositor's hits bear a star; u = inconclusive; x = not tested or not shown; & = joins results of further samples; [ ] = dose if it differs, or a comment. Unless noted, calls follow the shape of the dose curve; as a rule, active = well fitted curve in the direction sought with a large enough effect; inconclusive = small, poorly fitted or top-dose-only effect, or another doubt; inactive = no such curve, though single readings can be large; an effect the other way counts as inactive or inconclusive.

SMILES	SMN2 splice enh	IMPase Li cell	HTT aggregate	CBFb-RUNX1 inh	KinaseGlo FLuc	LMNA splice mod	HTT cytoprotect
CCOC(=O)C(O)(c1ccc(NC(=O)NC2CCCCC2)cc1)C(F)(F)F (stereo not given)	2%	4%[38.3 µM]	2%[9.22 µM]	2%	2%	-9%	-21%
O=C1NC(=O)C(CCc2ccncc2)(Cc2ccc3c(c2)OCO3)C(=O)N1CCc1ccccc1 (stereo not given)	3%	26%[38.3 µM]	-6%	-15%	-3%	12%	-8%
O=C(CCC1CCCC1)c1c(O)c2ccccc2oc1=O	-33%[inhibitor]	-2%	u	-2%	1%	u	14%[10 µM]
CN1CCN(c2ccc(C(F)(F)F)cc2N)CC1	8%	0%	-9%	1%	-2%	5%[46 µM]	-34%[inhibitor]
CC(Oc1ccc(-c2ccccc2)cc1)C(=O)O (stereo not given)	-11%	0%[38.3 µM]	-5%	5%	-11%	3%	-3%
NC1=NC(c2cccnc2)n2c(nc3ccccc32)N1 (stereo not given)	x	x	17%[9.22 µM]	6%	x	x	14%[10 µM]
c1ccc(C[N+]23CN4CN(CN(C4)C2)C3)cc1	-22%[9.22 µM]	2%	x	x	0%[7.66 µM]	x	-6%[10 µM]
CC(=O)Nc1ccc(C2CN(C)CC2C(=O)c2ccc(Cl)cc2)cc1 (stereo not given)	2%	12%	-17%[9.22 µM]	-2%	-1%	13%[46 µM]	-32%
N#CC(C#N)=NNc1ccc(OC(F)(F)F)cc1	-44%&-52%[inhibitor]	-2%&9%	x	u	3%	x	-164%&-170%[inhibitor]
c1ccc(CN2CCCC3(CCNCC3)C2)cc1	-23%	13%	x	x	-1%	x	-10%
Cn1c(O)c(C=NCCCN2CCCC2=O)c(=O)n(C)c1=O	-5%	2%[38.3 µM]	-11%	-1%	-4%	12%	7%
CC(C)NC(=O)N1CCC2(CC1)CCN(C(=O)Oc1ccccc1)CC2	-36%[inhibitor]	16%	x	x	-1%	x	12%
Cn1c(=O)c2c(ncn2CCCl)n(C)c1=O	13%	-6%	16%	7%	2%	9%[46 µM]	-51%[inhibitor]
O=C1NC(=O)N(CC2CCCO2)C(=O)/C1=C/c1cccs1 (stereo not given)	x	x	10%[9.22 µM]	1%	x	x	13%[10 µM]
CN(C)c1ccc(N=Cc2c(O)n(CCC3=CCCCC3)c(=O)[nH]c2=O)cc1	-18%	-2%[38.3 µM]	2%	3%	-8%	3%	-12%
CCN(CC)CCCN=Cc1c(O)n(-c2cccc(C)c2C)c(=O)[nH]c1=O	13%	-3%[38.3 µM]	5%	-6%	-3%	2%	-1%
COc1ccc(C[C@H]2NC[C@H](O)[C@H]2OC(C)=O)cc1	-74%[inhibitor]	-6%	x	-26%	x	x	-170%[inhibitor]
CC(C)OS(C)(=O)=O	-4%	6%	x	2%[21.7 µM]	x	x	-53%[inhibitor]
CN(C)P(=O)(CCl)Nc1ccccc1 (stereo not given)	-4%	0%	u	-6%	0%	-13%	3%[10 µM]
O=c1ccc2cc(O[C@H]3O[C@@H](CO)[C@@H](O)[C@@H](O)[C@@H]3O)c(O)cc2o1	0%[20.6 µM]	-13%	11%[20.6 µM]	2%[21.7 µM]	3%[17.1 µM]	4%	u
CC(C)CCNC(=O)c1c(N)n(Cc2ccc3c(c2)OCO3)c2nc3ccccc3nc12	12%	-7%[38.3 µM]	u	-6%	0%	12%	-60%[inhibitor]
CC1=CC(=O)NP(=O)(Oc2ccc3ccccc3c2)N1 (stereo not given)	-11%	-3%[38.3 µM]	8%	-5%	2%	14%	-7%
[N-]=[N+]=[N-]	-5%	21%	x	5%[21.7 µM]	x	x	6%
Cn1cc(C(=O)N2CCC3(CC2)OCCO3)c2c3ccccc3n(C)c2c1=O	-11%	-29%[38.3 µM]	6%	10%	-1%	u	-24%
COc1ccc(CCN)cc1	-1%	-6%	x	6%	x	x	-18%
SMILES	SMN2 splice enh	IMPase Li cell	HTT aggregate	CBFb-RUNX1 inh	KinaseGlo FLuc	LMNA splice mod	HTT cytoprotect
N#CC(Cl)(Cl)Cl	12%	6%	x	8%[21.7 µM]	x	x	-13%
O=[N+]([O-])c1cc(F)c(N2CCCC2)cc1N1CCNCC1	2%	-2%	17%	1%	-1%	u	-4%
CC(CCc1ccccc1)NCCC#N (stereo not given)	x	x	25%[9.22 µM]	8%	x	x	18%[10 µM]
C=CCn1c(O)c(C(C)=Nc2ccc(C(=O)O)cc2)c(=O)[nH]c1=O	x	x	1%[9.22 µM]	4%	x	x	-3%[10 µM]
Cc1nn(C)c(C)c1P(=S)(c1c(C)nn(C)c1C)N(C)C	-11%	-15%[38.3 µM]	2%	1%	4%	5%	-8%
CC(=Nc1ccc2c(c1)CCC2)c1c(O)n(C)c(=O)n(C)c1=O	-7%	5%[38.3 µM]	22%	3%	-4%	-2%	-18%[0.074 µM]
CCn1c(P(C)(=O)O)nc2cc(NC(=O)c3ccccc3F)ccc21	5%	-2%	u	-1%	-3%	-3%[46 µM]	-8%[10 µM]
ClC(Cl)Br	17%	-10%	x	7%[21.7 µM]	x	x	-12%
COC(=O)c1ccc(C(C(=O)NC2CCCCC2)N(CCN2CCOCC2)C(=O)Cc2cccs2)cc1 (stereo not given)	x	-2%	-1%	1%	x	x	-38%[inhibitor]
CN1[C@H](CC(=O)c2ccccc2)CCC[C@H]1C[C@@H](O)c1ccccc1	x	19%	x	8%[21.7 µM]	-2%	x	2%[1.9 µM]
CCOC(=O)C1=C(N)OC2=C(C(=O)CC(C)(C)C2)C12C(=O)Nc1ccccc12 (stereo not given)	x	x	8%	-6%	-1%	-4%	0%
Cc1cc(/C=C2\C(=O)NC(=O)N(Cc3ccccc3Cl)C2=O)c(C)n1-c1ccc(C(=O)O)cc1	x	-1%	11%[9.22 µM]	u	3%	u	22%[10 µM]
C[C@H]1CC[C@@]2(NC1)O[C@@H]1C[C@@H]3[C@@H]4CC=C5C[C@@H](O)CC[C@]5(C)[C@@H]4CC[C@]3(C)[C@H]1[C@@H]2C	-3%[9.22 µM]	13%	x	x	-3%[7.66 µM]	x	-13%[10 µM]
Cc1ccc2c(c1)[C@@H]1CN(C)CC[C@@H]1N2C(=O)Nc1cccc(C(F)(F)F)c1	-6%	-16%[38.3 µM]	1%[9.22 µM]	0%	0%	2%	-14%
O=P1(Oc2ccccc2)C[C@@H](O)[C@@H](O)[C@H](COCc2ccccc2)O1 (stereo not given in full)	x	x	7%[9.22 µM]	13%	x	x	14%[10 µM]
CCOC(=O)c1c(C)n(Cc2ccc(F)cc2)c2ccc(O)cc12	x	x	23%[9.22 µM]	-7%	x	x	28%[10 µM]
O=C(COc1ccc2ccccc2c1)N1CCN(C2CCN(Cc3ccccc3)CC2)CC1	-39%[inhibitor]	19%	-19%	5%	1%	-8%	25%[10 µM]
O=[N+]([O-])c1cc(F)c(N2CCCC2)cc1Br	-29%	12%	-32%	-16%	3%	-3%[46 µM]	1%[10 µM]
Cc1ccc(-c2nc3ccccc3c(=O)n2-c2cccnc2)cc1	-12%	7%	28%	1%	-1%	0%	2%[10 µM]
c1cnc(N2CC[C@@]3(CCCNC3)C2)nc1	6%	10%	x	x	-6%	x	1%
CN1C(=O)N(C)C(=O)C2(Cc3c(nc4ccccn4c3=O)N3CCc4ccccc4C32)C1=O (stereo not given)	8%	-2%[38.3 µM]	1%	-6%	-11%	u	-21%
CN1CCN(Cc2ccccc2Sc2ccccc2)CC1	-51%[inhibitor]	23%	21%	4%	3%	10%	x
CCOP(=O)(OCC)c1cccc(O)c1	x	-5%	-12%	-10%	x	x	0%
Cc1ccccc1NC1=NCCCS1	6%	14%	5%	12%	6%	0%	12%[10 µM]
Cc1nc2nc(C)c(CCC(=O)N3CCC4(CC3)OCCO4)c(C)n2n1	-8%	2%[38.3 µM]	2%	5%	-1%	4%	4%

Quoted from the listing.
CN1CCN(Cc2ccccc2Sc2ccccc2)CC1 in LMNA splice mod is entered as 10%
O=C(COc1ccc2ccccc2c1)N1CCN(C2CCN(Cc3ccccc3)CC2)CC1 in IMPase Li cell is entered as 19%
CC(CCc1ccccc1)NCCC#N (stereo not given) in HTT cytoprotect is entered as 18%[10 µM]

Following part:
SMILES	SMN2 splice enh	IMPase Li cell	HTT aggregate	CBFb-RUNX1 inh	KinaseGlo FLuc	LMNA splice mod	HTT cytoprotect
Cc1c(N=Nc2c(O)[nH]c(=S)[nH]c2=O)c(=O)n(-c2ccccc2)n1C	-3%	19%	9%	-12%	-6%	-13%	8%[10 µM]
CC(=O)c1ccc(Oc2ccc(C(=O)c3ccc(C)c(C)c3)cc2[N+](=O)[O-])cc1	-25%	1%	15%	-21%	0%	u	20%[10 µM]
COC(=O)c1ccc(NC(=O)CSc2nc3ccc(N4C(=O)C5C6C=CC(C6)C5C4=O)cc3s2)cc1 (stereo not given)	-104%[inhibitor]	17%	u	-7%	5%	u	-9%[10 µM]
CC(C)n1c(O)c(C2c3cc(Cl)ccc3Oc3[nH]c(=O)n(C(C)C)c(=O)c32)c(=O)[nH]c1=O (stereo not given)	x	x	u	-3%	x	x	-24%[10 µM]
CN1CCC(O)(c2ccccc2)C(C(=O)c2ccccc2)C1 (stereo not given)	2%	8%[38.3 µM]	20%	0%	13%	9%	26%
CCOC(=O)N(C)c1ccc(C(O)(C(=O)OC)C(F)(F)F)cc1 (stereo not given)	6%	-9%	-27%	4%	0%	-5%	-13%[10 µM]
CC1CC(OC(=O)c2ccccc2)CC(C)N1C (stereo not given)	-4%	8%	17%	0%	-1%	19%	x
COc1ccc(NC(=O)CN2CC=C(c3ccccc3)CC2)cc1S(=O)(=O)N1CCOCC1	-1%	1%	17%	2%	0%	x	x
O=P1(NCc2ccco2)COc2ccccc2OC1	-1%	-11%[38.3 µM]	11%	3%	-7%	0%	-19%
NCCCP(=O)(O)O	-18%	11%	x	0%	-8%	u	8%[1.9 µM]
C[C@]12CCC(=O)C=C1CCc1ccc(O)cc12	0%	2%	x	x	-1%	u	x
CN(C)CC1CSCCC1(O)c1cccc(Cl)c1 (stereo not given)	-59%[inhibitor]	7%	-7%	6%	7%	-2%	-8%[1.9 µM]

An excerpt; the hit share may differ from the screen's.
